HCMV inh: qHTS Assay for inhibitors of the human cytomegalovirus (HCMV); HFF cells, HCMV-luciferase reporter, 72 h; stronger effect = lower value; activity change, negative = inhibition, % at 57.5 µM; 410,000 compounds, 4.5% hits; AID 1259415, 2018; in the data active means activity change below about -60%; inconclusive means no clear call, values can overlap the other calls; inactive means above about -39%; further: on the % scale 0 is the no-effect control and ±100 the full control effect
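HFF cells seeded 16 h at 37C, treated with compounds, infected with luciferase-reporter HCMV at MOI 1 PFU/cell; luciferase read at 72 h post infection, normalized to buffer-only and Salinomycin controls.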
Shiga toxin inh: A qHTS for Small Molecule Inhibitors of Shiga Toxin. Vero cells, Shiga toxin protein synthesis inhibition reporter. inhibition, % at 38.7 µM. 290,000 compounds, 9.2% hits. AID 2315, 2010; in the data active means inhibition mostly above about 28%, no sharp cut-off; inactive means mostly below about 43%; further: 0% is about no effect
Cycloheximide cs: Cycloheximide Counterscreen for Small Molecule Inhibitors of Shiga Toxin; max response, %; cell reporter, cycloheximide protein synthesis inhibition counterscreen; 300,000 compounds, 12% hits; in the data active means max response mostly above about 13%, no sharp cut-off; inactive means mostly below about 14%; further: read at 38.3 µM for the half of the compounds with a filed dose; 0% is about no effect
FBPA Giardia inh: qHTS Assay for Inhibitors of Fructose-1,6-bisphosphate Aldolase from Giardia Lamblia; A8B2U2; purified Giardia FBPA; Potency, µM (doses to about 59.6 µM), for inactives: at the top dose activity, negative = inhibition, actives largely listed as inhibitors; 290,000 compounds, 0.71% hits; AID 2451, 2010; further: potency means the concentration at half of the fitted maximal effect; on the % scale 0 is the no-effect control and ±100 the full control effect; nearly all actives have a fitted effect of over 55% in size
Target sequence (A8B2U2 whole entry, looked up): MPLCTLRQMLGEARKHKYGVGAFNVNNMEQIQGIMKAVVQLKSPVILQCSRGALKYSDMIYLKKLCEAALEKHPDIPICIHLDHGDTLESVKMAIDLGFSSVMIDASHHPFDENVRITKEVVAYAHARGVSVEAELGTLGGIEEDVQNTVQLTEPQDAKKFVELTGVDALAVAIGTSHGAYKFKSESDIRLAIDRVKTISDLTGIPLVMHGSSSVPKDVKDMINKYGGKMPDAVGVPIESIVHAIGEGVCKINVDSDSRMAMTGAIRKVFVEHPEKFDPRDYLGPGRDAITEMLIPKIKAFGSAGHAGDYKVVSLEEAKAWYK
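40 nM FBPA preincubated 10 min at RT with compound (up to 57.5 uM final), then substrate plus GAPDH/TPI/NAD/arsenate coupling and diaphorase/resazurin added. Fluorescence read after 20 min at RT, 525/598 nm.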
AmpC inh detg: qHTS Inhibitors of AmpC Beta-Lactamase (assay with detergent); P00811; AmpC hydrolysis of nitrocefin, absorbance 480 nm, 0.01% Triton; Potency, µM (highest dose often 114 µM), without a hit: top-dose activity change, negative = inhibition, usual class: inhibitors; 370,000 compounds, 0.041% hits;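 further: potency means the concentration at half of the fitted maximal effect; 0% = no-compound wells and -100% = no-enzyme wells; nearly all actives have a fitted effect of over 25% in size; some results filed as inactive show a strong effect at the top dose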
Target sequence (P00811 whole entry, looked up): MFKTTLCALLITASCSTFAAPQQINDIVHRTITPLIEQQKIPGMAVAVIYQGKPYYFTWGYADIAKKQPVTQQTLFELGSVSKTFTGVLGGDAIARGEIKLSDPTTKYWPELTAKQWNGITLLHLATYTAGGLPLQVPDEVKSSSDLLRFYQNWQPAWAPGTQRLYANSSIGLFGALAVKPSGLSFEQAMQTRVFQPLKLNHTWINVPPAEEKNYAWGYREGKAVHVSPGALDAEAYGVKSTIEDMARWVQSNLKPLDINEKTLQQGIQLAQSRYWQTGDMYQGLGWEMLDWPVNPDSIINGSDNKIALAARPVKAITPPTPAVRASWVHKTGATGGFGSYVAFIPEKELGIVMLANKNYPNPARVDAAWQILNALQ
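20 mM phosphate pH 7.0 + 0.01% (detergent screen) or 0.0001% Triton X-100; 5.3 nM AmpC reagent; cpd preinc 15 min RT; nitrocefin (800 uM stock) to start; A480 q20 s × 4 min; Activity was normalised to no-enzyme and no-compound control wells.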
AmpC no deterg: qHTS Inhibitors of AmpC Beta-Lactamase (assay without detergent); AmpC nitrocefin hydrolysis, absorbance 480 nm, 0.0001% Triton; Potency, µM (titrated, usually from 57.1 µM), inactives show at the top dose activity change, negative = inhibition, usual class: inhibitors; 330,000 compounds, 0.52% hits; AID 485341, 2010;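 further: potency means the concentration at half of the fitted maximal effect; plate controls were no compound for no effect and no enzyme for full effect; nearly all actives have a fitted effect of over 20% in size; some results filed as inactive show a strong effect at the top dose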
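20 mM phosphate pH 7.0 + 0.01% (detergent screen) or 0.0001% Triton X-100; 5.3 nM AmpC reagent; cpd preinc 15 min RT; nitrocefin (800 uM stock) to start; A480 q20 s × 4 min; Activity was normalised to no-enzyme and no-compound control wells.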
AMA1 RON2 block: qHTS for Inhibitors of AMA1-RON; Towards Development of Antimalarial Drug Lead: Primary Screen. Plasmodium falciparum AMA1 (3D7) - RON2 peptide interaction. AlphaScreen AMA1-biotinylated RON2 peptide binding. Potency, µM (series often up to 58.2 µM), without a hit: at the highest dose activity change, negative = inhibition, most hits filed as inhibitors. 360,000 compounds, 0.2% hits. AID 720542, 2013;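 further: potency means the concentration at half of the fitted maximal effect; 0% = vehicle wells and -100% = peptide control; nearly all actives have a fitted effect of over 45% in size; some results filed as inactive show a strong effect at the top dose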
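AMA1 (3D7) with his tag at 25 nM final met compounds first, then biotinylated RON2 peptide at 25 nM; detection used donor plus acceptor beads, 10 µg/mL apiece, read by AlphaScreen after 30 min at room temperature.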
Active calls of the source: *; i = inactive; ? = inconclusive; . = not tested or not shown; [ ] = another dose, or the depositor's remark. Unless noted, the call rests on the fitted dose curve; in most records, active means well fitted curve in the direction sought with a large enough effect; inconclusive means small, poorly fitted or top-dose-only effect, or another doubt; inactive means no such curve, though single readings can be large; an effect the other way counts as inactive or inconclusive.

Order of results: HCMV inh | Shiga toxin inh | Cycloheximide cs | FBPA Giardia inh | AmpC inh detg | AmpC no deterg | AMA1 RON2 block
Nc1ncnc(Oc2cccc(C(F)(F)F)c2)c1[N+](=O)[O-]
    63 | -11 | -5 | 3% | 4% | -5% | 2%
c1ccc(-c2nn3c(Cn4cnc5ccccc54)nnc3s2)cc1
    -7 | -5 | -4 | -3% | 4% | 29% | -8%
OC[C@H]1OC(O)(CN2CCOCC2)[C@H](O)[C@@H]1O (stereo not given in full)
    . | -9 | -1 | 5% | . | . | .
CC(C)OC(=O)C1C2C=CC3(CN(C(C)c4ccc(Br)cc4)C(=O)C13)O2 (stereo not given)
    4 | -18 | 14 | 0% | 2% | 62%[activator] | 0%
CC(C(=O)N1CCN(c2ccccc2F)CC1)c1ccc([N+](=O)[O-])cc1 (stereo not given)
    -11 | . | -1 | 17% | -15% | 11% | -9%
COc1cc(-c2nn3c(-c4ccccc4)nnc3s2)cc(OC)c1OC
    103 | -10 | -1 | 9% | -14% | 8% | -1%
CC(C)OC(=O)CSc1nnc(-c2cccnc2)n1N
    -14 | -11 | 8 | -4% | -7% | -7% | -3%
Cc1ccc(NS(=O)(=O)c2cc(C(=O)O)ccc2Cl)c(C)c1
    24 | -8 | -4 | 30% | 0% | -16% | -5%
O=C(CSc1nc2[nH]c(=O)cc(O)c2s1)Nc1ccc(Cl)c(C(F)(F)F)c1
    -14 | . | . | . | 0% | -44% | 3%
CC(C)Cc1cc(C(=O)Nc2c(F)cc(F)cc2Br)no1
    52 | 37* | 21 | -3% | ? | ? | 15%
S=c1[nH]ccn1-c1cccc(Cl)c1Cl
    -13 | -10 | 1 | -13% | 4% | -28% | 9%
CN(C(=O)CSc1nnc(-c2ccncc2)n1-c1ccccc1)C1CCS(=O)(=O)C1 (stereo not given)
    0 | -4 | -4 | -1% | -4% | 1% | -10%
O=C(OCCN1CCN(C2=NS(=O)(=O)c3ccccc32)CC1)c1ccccc1F
    10 | -2 | -2 | -15% | 8% | 37% | 9%
O=C(Nc1ccc2c(c1)Cc1ccccc1-2)c1cccnc1
    29 | 89* | 36* | -6% | -8% | 28% | 0%
NNC(=O)c1cc2c(ccc3ccccc32)o1
    8 | 2 | -1 | 0% | -8% | -37% | -4%
O=C(CN1CCN(Cc2ccc(F)cc2)C1=O)NCc1cccs1
    -13 | -1 | -2 | -1% | -12% | -14% | -3%
COc1cc(C2C3=C(CCCC3=O)Nc3[nH]n(-c4ccccc4)c(=O)c32)ccc1OC(C)=O (stereo not given)
    -37 | -8 | -2 | -5% | -2% | 61%[activator] | 40%[activator]
N#C/C(=C\c1cccc(Br)c1)C(=O)N1CCCCC1
    -20 | -9 | 11 | 8% | 0% | -1% | -4%
CCCn1c(SCCN2CCOCC2)nc2c1c(=O)n(C)c(=O)n2C
    -38 | -7 | -4 | 2% | ? | 78% | 3%
CC(C)C12CN3CCN(CC(C3)/C1=N\O)C2
    10 | 2 | 9 | -5% | -3% | -13% | -6%
CC1CCN(C(=O)COC(=O)CCCN2C(=O)c3cccc4cccc(c34)C2=O)CC1
    -3 | -3 | 12 | . | ? | 89%[activator] | 5%
COc1cccc(C(=O)c2sc3nc(-c4ccccc4)cc(C(F)(F)F)c3c2N)c1
    7 | -2 | 11 | . | 25% | . | .
O=C1CC(c2cccc(Cl)c2)Cc2nc(N3CCOCC3)ncc21 (stereo not given)
    -15 | -16 | -3 | 1% | -6% | 56% | -11%
Cc1ccc(Cn2nc(C)c(/C=N/NC(=O)c3cccnc3)c2C)cc1
    -10 | 4 | 6 | 6% | 0% | -12%[2.29 µM] | 22%
CC(C)OC(=O)CSc1nc2c(cc1C#N)CCCCC2
    -25 | 9 | 14 | 1% | 4% | 4% | 15%
Cc1ccc2c(CN3CCN(S(=O)(=O)c4ccccc4C(F)(F)F)CC3)cc(=O)oc2c1C
    -13 | . | . | . | -6% | ? | 19%
CC(C)c1ccc2c(c1)C1Cc3ccccc3C1N2 (stereo not given)
    -20 | 42* | 56* | ? | -1% | -35% | -14%
O=C(Nc1ccc(O)cc1)c1ccccc1OCc1ccccc1
    -77* | -1 | 12 | 3% | -4% | -44% | -4%
O=C(N/N=C/c1ccc2cccc(OCc3ccccc3)c2n1)c1ccc(Br)cc1
    -23 | 38 | 18* | 0% | ? | -48% | 28%
O=C(Oc1cccc2cccnc12)c1ccc2c(c1)OCCO2
    7 | 84* | 70* | -29% | ? | 6% | 97%[activator]
COc1ccc(N2C(=O)CCC2(C#N)c2ccc(Br)cc2)cc1 (stereo not given)
    -16 | -11 | -4 | 0% | ? | 62%[activator] | 0%
O=c1c2ccccc2[nH]c(=S)n1-c1cccnc1
    -33 | -7 | 8 | -25% | -6% | 5% | 5%
Cc1ccc2[nH]c3c(Cl)ncnc3c2c1
    9 | 9 | 20 | -7% | -4% | -20% | 2%
O=C(Cc1ccccc1)NCCSCc1ccccc1
    -3 | 26 | 19* | 4% | -18% | -15% | 5%
O=C(Nn1cc(C(=O)Nc2ccccc2F)c2ccccc2c1=O)c1cnccn1
    -16 | -6 | -6 | ? | -2% | -14% | 21%
O=C(CSc1nnc(-c2ccncc2)n1Cc1ccco1)Nc1cccc(O)c1
    -29 | -5 | -2 | -2% | -7% | -2% | -18%
COc1ccc(/C=C/C(=O)N(C)C2(C)CCS(=O)(=O)C2)cc1 (stereo not given)
    -25 | . | . | . | -14% | -6% | 0%
CCOC(=O)C1CCN(C(=O)c2ccc(S(=O)(=O)Nc3ccccc3Cl)cc2)CC1
    -6 | . | . | . | -15% | 11% | 0%
O=C(Cn1cnc2sc(-c3ccccc3)cc2c1=O)NCc1ccccc1
    27 | 18 | 5 | 2% | ? | -28% | 5%
COc1ccc(CN2CC(C(=O)NCc3ccc4c(c3)OCO4)CC2=O)cc1 (stereo not given)
    -14 | -16 | -3 | 4% | 6% | -6% | -5%

Full records, quoted from the list.
O=C(Cn1cnc2sc(-c3ccccc3)cc2c1=O)NCc1ccccc1 in the list: HCMV inh: 27; Shiga toxin inh: 18; Cycloheximide cs: 5; FBPA Giardia inh: 2%; AmpC inh detg: ?; AmpC no deterg: -28%; AMA1 RON2 block: 5%
O=c1c2ccccc2[nH]c(=S)n1-c1cccnc1 in the list: HCMV inh: -33; Shiga toxin inh: -7; Cycloheximide cs: 8; FBPA Giardia inh: -25%; AmpC inh detg: -6%; AmpC no deterg: 5%; AMA1 RON2 block: 5%

Additional results.
Order of results: HCMV inh | Shiga toxin inh | Cycloheximide cs | FBPA Giardia inh | AmpC inh detg | AmpC no deterg | AMA1 RON2 block
CCc1cc(=O)oc2c(C)c(OCC(=O)NCC3CCC(C(=O)O)CC3)ccc12 (stereo not given)
    18 | -6 | 2 | -6% | 1% | -17% | -2%
OCCOCCN1CCN(C(=S)Nc2ccccc2)CC1
    7 | -11 | -2 | 0% | 0% | -16% | 3%
Cn1c(=O)c(=O)n(C)c2cc(S(=O)(=O)NCCOc3ccccc3)ccc21
    -34 | -3 | -3 | 1% | 2% | -7% | 3%
COc1ccccc1C1CC(=O)Oc2cc(O)ccc21 (stereo not given)
    -17 | i | 2 | -22%[89.2 µM] | . | -6% | 4%
O=C(CSc1nc2[nH]c(=O)cc(O)c2s1)Nc1cc(Cl)cc(Cl)c1
    4 | -14 | -2 | -10% | 0% | -52% | 20%
COc1ccc(OCC(=O)N2CCc3ccccc3C2)cc1
    3 | . | 8 | -8% | -15% | -13% | 1%
COc1ccc(C(=O)N2CCN(C(=O)c3cc(OC)c(OC)c(OC)c3)CC2)cc1
    -1 | -5 | -2 | 4% | 3% | -8% | 4%
COc1ccc(C(=O)Nn2cnc3scc(-c4cccs4)c3c2=O)c(O)c1
    18 | 116* | 31* | 1% | 0% | -12% | 8%
O=C(CN(c1ccc(F)cc1)S(=O)(=O)c1ccc2c(c1)OCCO2)Nc1ccccc1
    ? | 30 | 20* | 2% | -3% | -39% | -8%
CC(NC(=O)COC(=O)c1ccccc1F)C1CC2CCC1C2 (stereo not given)
    4 | . | . | . | . | -1% | 12%
CCCCc1nnc2c(N(C)S(=O)(=O)c3ccc(C)cc3)nc3ccccc3n12
    21 | 8 | -1 | 3% | 2% | -13% | -27%
Cc1ccccc1OCC(=O)OCC(=O)Nc1ccc2c(c1)OCCO2
    -32 | . | . | . | 0% | -23% | 13%
COc1ccc([C@@H]2OC2(C(N)=O)C(N)=O)cc1
    ? | -12 | -2 | -3% | 9% | -14% | -5%
Cc1cccc(CCNCc2cc3cc(C)cc(C)c3[nH]c2=O)c1
    32 | -1 | -2 | 1% | -14% | -11% | 0%
Nc1cc(=O)[nH]c(SCC(=O)Nc2cccc([N+](=O)[O-])c2)n1
    -13 | -9 | -4 | 2% | -2% | -21% | 0%
CCOc1cc2[nH]c(=S)n(CCCOC)c(=O)c2cc1OCC
    -1 | -11 | -2 | -1% | -7% | -31% | 84%[activator]
FC(F)Oc1ccc(NC(=S)NNc2ccnc3cc(Cl)ccc23)cc1
    -88* | -1 | 8 | -2% | -8% | -44% | 48%[activator]
c1ccc2c(CCN3CCNC[C@H]3Cc3cccc4ccccc34)cccc2c1
    26 | . | . | . | . | 17% | -14%
COc1ccccc1NC(=O)c1ccccc1NC(=O)c1ccccn1
    -31 | . | . | . | ? | -43% | 25%
CCOc1ccc(-c2cc(C(=O)N/N=C(\C)c3cccnc3)c3ccccc3n2)c(OCC)c1
    -36 | -11 | 7 | -2% | -13% | -5% | 61%[activator]
O=C1CC(c2ccccc2)CN1C(=O)c1cccc([N+](=O)[O-])c1 (stereo not given)
    -10 | -11 | -1 | 0% | 2% | -3% | -7%
Cc1sc2ncn(CC(=O)Nc3ccccc3F)c(=O)c2c1-c1ccccc1
    ? | 22 | 2 | 0% | -4% | -30%[11.4 µM] | 9%
CCCCC1CCC(C(=O)N(CCOC)c2c(N)n(CC(C)C)c(=O)[nH]c2=O)CC1 (stereo not given)
    62 | . | . | . | 3% | -10% | 7%
Cc1ccc(NC(=S)N(CCN(C)C)Cc2cc3cc(C)ccc3[nH]c2=O)cc1
    ? | 14 | -2 | 2% | 0% | 1% | 1%
O=C(COC(=O)c1cc2ccccc2cc1O)NC(=O)NCc1ccco1
    22 | 16 | 10 | -7% | 1% | -31% | 3%
Nc1ccc2nc(COc3ccccc3)[nH]c2c1
    -6 | 4 | 9.9* | -12% | 1% | -20% | 6%
